# VHR inh abs: inhibitors of human VHR1 phosphatase (DUSP3); P51452; recombinant VHR phosphatase, pNPP absorbance; inhibition, % at 13.3 µM; 290,000 compounds, 0.52% hits; AID 1654; in the data active = inhibition above about 50%; note: some compounds called inactive have numbers as strong as hits
# Target sequence (P51452 whole entry, looked up): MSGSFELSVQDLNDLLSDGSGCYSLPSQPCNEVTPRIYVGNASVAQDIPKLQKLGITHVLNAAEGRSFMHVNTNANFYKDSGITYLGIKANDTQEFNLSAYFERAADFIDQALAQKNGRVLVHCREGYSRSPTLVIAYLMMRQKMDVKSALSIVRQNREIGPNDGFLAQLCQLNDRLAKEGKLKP
# MazEF act: MazEF (E. coli) toxin RNase activation | FAM/BHQ RNA-DNA oligo cleavage fluorescence, 5 h | activation, % at 20 µM | 350,000 compounds, 0.32% hits | AID 504720 | P0AE70; in the data active = activation above about 50%
# Target sequence (P0AE70 whole entry, looked up): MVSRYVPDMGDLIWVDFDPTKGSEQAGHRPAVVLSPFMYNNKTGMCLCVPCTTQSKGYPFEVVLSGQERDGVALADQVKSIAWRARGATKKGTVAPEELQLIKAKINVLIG
# Yp Topo-I inh: Y. pestis Topo-I inhibition via cleavage products; AID 504884; activity, % at 10 µM; Y. pestis Topo-I cleavage product accumulation, plate reader; 360,000 compounds, 0.064% hits; in the data active = activity above about 50%, passing the limit was not always enough; note: inactives centre near 2
# TcdB GH inh: inhibitors of Clostridioides difficile toxin B glycohydrolase; inhibition, % at 9.99 µM; TcdB glycohydrolase enzymatic assay, plate reader; 350,000 compounds, 0.24% hits; AID 652162; in the data active = inhibition above about 10%
# SARS 3CLpro inh: SARS-CoV 3CLpro protease inhibition; recombinant SARS-CoV 3CLpro, quenched FRET peptide cleavage; P0C6X7; inhibition, % at 6 µM; 290,000 compounds, 0.14% hits; in the data active = inhibition above about 12%
# Vc quorum ag: quorum light induction in luxS cqsA deficient V. cholerae; V. cholerae BH1578 lux reporter, luminescence, 6 h; activation, % at 18.7 µM; 350,000 compounds, 0.16% hits; in the data active = activation mostly above about 9.7%, no sharp cut-off; note: not every result past the cut was called active; inactives centre near 0; reference of the scale not given here
# PrPC surface inh: inhibitors of human cell surface prion protein PrPC. TR-FRET read-out. inhibition, % at 13.8 µM. 370,000 compounds, 0.43% hits; in the data active = inhibition above about 24%; note: 0% = median of the test wells and 100% = reference compound wells
# Rv3671c inh: Rv3671c (M. tuberculosis) protease inhibition; inhibition, % at 5.96 µM; AID 2606; P9WHR9; 320,000 compounds, 0.048% hits; in the data active = inhibition above about 38%;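 note: extracellular domain of Rv3671c used as enzyme; 0% = enzyme with DMSO and 100% = no enzyme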
# Target sequence (P9WHR9 whole entry, looked up, the tested form may be a part): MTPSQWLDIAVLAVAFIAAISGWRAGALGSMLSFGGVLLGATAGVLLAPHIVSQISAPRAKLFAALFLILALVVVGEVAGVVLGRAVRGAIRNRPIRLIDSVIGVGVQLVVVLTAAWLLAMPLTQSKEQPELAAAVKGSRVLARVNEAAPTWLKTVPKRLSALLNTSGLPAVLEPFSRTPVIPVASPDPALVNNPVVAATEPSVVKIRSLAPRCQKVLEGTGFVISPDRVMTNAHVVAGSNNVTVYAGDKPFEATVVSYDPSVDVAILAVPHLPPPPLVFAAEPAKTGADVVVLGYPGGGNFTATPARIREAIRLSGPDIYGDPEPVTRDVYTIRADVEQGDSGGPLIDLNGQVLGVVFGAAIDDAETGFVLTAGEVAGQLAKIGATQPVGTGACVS
# CCHFV vOTU inh: CCHFV vOTU protease inhibition | Pep-AMC fluorescence | 370,000 compounds, 0.55% hits | inhibition, % at 11.5 µM; in the data active = inhibition above about 30%; note: 0% = vehicle wells with enzyme and 100% = no enzyme wells
# PriA SSB inh: K. pneumoniae PriA-SSBct interaction inhibition | 430,000 compounds, 0.6% hits | AlphaScreen SSBct-PriA binding, biotinylated peptide | AID 1272365 | inhibition, % at 33 µM; in the data active = inhibition mostly above about 37%, no sharp cut-off; inactive = mostly below about 20%;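 note: plate controls were negative control peptide for no effect and reference peptide for full effect; strong numbers were not always called active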
# * marks the source's active call; other numbers are inactive results; i = inactive; . = no result given; & = joins results of further samples. The list is partial; count on the stated rates, not on these rows.
SMILES,VHR inh abs,MazEF act,Yp Topo-I inh,TcdB GH inh,SARS 3CLpro inh,Vc quorum ag,PrPC surface inh,Rv3671c inh,CCHFV vOTU inh,PriA SSB inh
COc1cc(CN2CCCC(C)C2)ccc1OCc1ccccc1 (configuration not stated),-14,16,6,0.0,-2,i,11,3,5,-8
Cn1c(SCC(=O)Nc2ccc3nc(SCC(=O)NC4CC4)sc3c2)nnc1-c1ccccc1,-12,-13,-2,.,2,-0.2,-2,4,-7,-16
NS(=O)(=O)c1ccc(CCNC(=O)CSCc2ccccc2)cc1,9,1,1,0.4,3,i,4,3,16,-5
Cc1cccc(OCC(=O)Nc2ccc3c4c(cccc24)CC3)c1C,-2,-14,0,1.2,2,i,2,-8,4,2
O=C(O)C1=C[C@H](c2coc3ccccc3c2=O)C[C@H](OCc2ccc(CO)cc2)O1,26,-12,-8,0.8&0.6,0,i,-3,0,-5,-7
Cc1cc(C)c(OCC(=O)Nc2nc3ccccc3[nH]2)c(C)c1,22,19,0,0.5,4,0.5,-8,6,3,0
O=C(NCc1ccccn1)c1cccc(S(=O)(=O)Nc2ccc(F)cc2)c1,.,5,0,-1.1,.,i,7,.,-7,3
Cc1ccc(C(=O)NCCSCc2ccc(Cl)cc2Cl)cc1[N+](=O)[O-],-8,-11,13,0.6,7,i,4,-25,15,8
O=C(c1ncn2c1c(=O)[nH]c1ccccc12)N1CCc2ccccc2C1,.,8,3,-5.6,.,-0.7,9,.,0,.
Cc1cc(NC(=O)COC(=O)c2cccc(OCc3ccccc3)c2)no1,14,-4,20,.,0,i,4,3,-2,-15
Cc1cc(N/N=C/c2cccc(Cl)c2)nc(-n2nc(C)cc2C)n1,-2,5,-9,1.0,2,0.8,6,5,-9,i
O=C(Cn1cnc2c(nnn2Cc2ccc(F)cc2)c1=O)NC1CCCC1,-1,7,-13,.,-5,-0.1,-2,9,8,3&-14
O=C(NCCc1nc(-c2ccccc2)no1)c1ccccc1,.,2,0,.,.,i,4,-7,2,-5
O=C(C[C@H]1C[C@H](C(=O)N2CCCCC2)[C@@]2(CCc3ccccc3)c3[nH]c4ccc(Cl)cc4c3CCN2C1=O)NCCN1CCOCC1,.,28,-2,.,.,i,.,.,.,4
COc1ccccc1CCNC(=O)C(=O)NCC1OCCN1S(=O)(=O)c1ccc(OC)c(OC)c1 (configuration not stated),6,-10,16,-0.1,-2,-0.2,2,4,-1,-1

# Next part, starting with the last two of the part before.
SMILES,VHR inh abs,MazEF act,Yp Topo-I inh,TcdB GH inh,SARS 3CLpro inh,Vc quorum ag,PrPC surface inh,Rv3671c inh,CCHFV vOTU inh,PriA SSB inh
O=C(C[C@H]1C[C@H](C(=O)N2CCCCC2)[C@@]2(CCc3ccccc3)c3[nH]c4ccc(Cl)cc4c3CCN2C1=O)NCCN1CCOCC1,.,28,-2,.,.,i,.,.,.,4
COc1ccccc1CCNC(=O)C(=O)NCC1OCCN1S(=O)(=O)c1ccc(OC)c(OC)c1 (configuration not stated),6,-10,16,-0.1,-2,-0.2,2,4,-1,-1
Nc1ccc(C(=O)OCc2nc3cc4ccccc4cc3[nH]2)cc1,32,6,-10,5.0,4,-1.5,-7,3,4,-15
CCN1CCCc2cc(CN(CCN3CCOCC3)C(=S)Nc3cccc(OC)c3)ccc21,13,-1,0,-4.5,-4,-0.5,-2,-4,0,21
COc1cccc(/C=C/C(=O)N2CCN(S(=O)(=O)c3ccccc3)CC2)c1OC,1,-2,13,0.9,1,-0.8,-7,-9,-7,-4
CCOC(=O)C1CCCN(Cc2ccc(O)c(OC)c2)C1 (configuration not stated),10,2,3,.,-7,-0.6,-4,-5,-8,-13
O=C(NCc1ccco1)C(=O)NCC1OCCN1S(=O)(=O)c1ccc(Br)cc1 (configuration not stated),-3,2,-1,0.6,2,-0.2,3,-1,-11,-1
COc1ccc(S(=O)(=O)NCc2ccco2)c2ccccc12,8,-8,13,2.1,2,i,-8,-3,7,13
Cc1cc(C)c2sc(NC(=O)C3=COCCO3)nc2c1,-2,2,-5,0.2,1,i,-2,-12,1,-7
CC(C)C[C@H](NC(=O)OC(C)(C)C)C(=O)N[C@@H](CO)[C@H](O)[C@@H]1C[C@@H]1C(=O)N(C)C,9,0,3,.,-7,-1.4,.,-5,.,-14
CC(=O)Nc1ccc(S(=O)(=O)N2CCN=C2SCc2ccccc2C)cc1,10,3,-1,0.7,1,0.8,3,-8,-8,13
COc1cc(/C=N/NC(=O)Cn2cnc3ccccc3c2=O)ccc1O,11,5,-3,0.8,3,-0.6,0,4,14,.
CCOc1nc(NCCO)nc(Nc2ccccc2F)n1,4,1,2,1.3,-2,-0.2,-5,-2,-5,-13
CNC(=O)COc1coc(CN2CCN(Cc3ccccc3)CC2)cc1=O,6,5,-5,2.7,-2,-0.7,3,-2,3,-4
C=CCc1cccc(/C=N/NC(=O)CNc2ccccc2)c1O,-14,1,1,.,3,1.4,-2,9,-3,.
COCCN(C(=O)c1ccccc1)c1nnc(-c2cccnc2)s1,21,0,3,.,0,i,0,8,3,-12
CS(=O)(=O)N(CC(=O)N1CCCCC1)c1sc2c(c1C#N)CCCC2,.,10,0,.,1,0.0,6,-2,10,3

# Reformatted: results already given.
compound	VHR inh abs	MazEF act	Yp Topo-I inh	TcdB GH inh	SARS 3CLpro inh	Vc quorum ag	PrPC surface inh	Rv3671c inh	CCHFV vOTU inh	PriA SSB inh
COc1cc(/C=N/NC(=O)Cn2cnc3ccccc3c2=O)ccc1O	11	5	-3	0.8	3	-0.6	0	4	14	.
CCOc1nc(NCCO)nc(Nc2ccccc2F)n1	4	1	2	1.3	-2	-0.2	-5	-2	-5	-13
CNC(=O)COc1coc(CN2CCN(Cc3ccccc3)CC2)cc1=O	6	5	-5	2.7	-2	-0.7	3	-2	3	-4

# Whole records as entered above. Order of values: VHR inh abs	MazEF act	Yp Topo-I inh	TcdB GH inh	SARS 3CLpro inh	Vc quorum ag	PrPC surface inh	Rv3671c inh	CCHFV vOTU inh	PriA SSB inh
# COc1ccc(S(=O)(=O)NCc2ccco2)c2ccccc12 reads 8	-8	13	2.1	2	i	-8	-3	7	13
# CC(=O)Nc1ccc(S(=O)(=O)N2CCN=C2SCc2ccccc2C)cc1 reads 10	3	-1	0.7	1	0.8	3	-8	-8	13

# Further records follow.
SMILES,VHR inh abs,MazEF act,Yp Topo-I inh,TcdB GH inh,SARS 3CLpro inh,Vc quorum ag,PrPC surface inh,Rv3671c inh,CCHFV vOTU inh,PriA SSB inh
COCCCNc1nc(N)c([N+](=O)[O-])c(N2CCCCCC2)n1,.,2,4,0.1,-3,-5.6,0,-4,18,4
COc1ccc(/C=N/Nc2ccc([N+](=O)[O-])cc2)cc1O,.,6,3,2.6,0,0.6,-48,16,19,.
CC(C)NCCOCCSc1ccc(Cl)cc1,28,6,-12,.,-5,0.0,-1,-2,8,-1
COc1cc(/C=C/C(=O)NCCc2ccc(S(N)(=O)=O)cc2)ccc1OCC#N,-15,1,3,0.5,1,-0.1,-10,-11,-6,-10
O=C(Nc1ccccc1Cl)c1ccc(-n2cccn2)c([N+](=O)[O-])c1,9,-2,-9,2.0,3,i,-38,-9,-1,1
O=C(Nc1ccc2c(c1)OCCO2)C1CC(c2ccc(F)cc2)=NO1 (configuration not stated),20,6,-1,1.0,-1,-0.8,8,-11,11,-1
CC(=O)Nc1ccc(C2CC(c3ccc(Cl)cc3)=NN2c2ccccc2)cc1 (configuration not stated),10,-6,-1,0.4,1,-0.6,-2,3,-23,-4
Cc1ccc(O)c(CN2CCN(c3ccccc3)CC2)c1,11,-1,12,.,-4,i,3,4,-8,1
COc1ccc(C(=O)NCCNc2nc3ccc(C)cc3cc2C#N)cc1,36,-7,23,2.4,-7,-0.3,-2,-7,-4,5
Oc1cc(NCc2cccnc2)ccc1-c1nc2ccccc2o1,9,14,3,.,-1,-17,9,-7,-15,-9
CC(=O)Oc1ccc(C(=O)[C@H]2[C@H]3C(=O)N(c4ccc(C)cc4C)C(=O)[C@H]3[C@@H]3C=CC=NN32)cc1,-18,8,-5,-0.1,-1,-0.8,-5,-10,-7,6
CCCN1CCN(C(=O)CS(=O)(=O)Cc2nc(-c3cccc(OC)c3)oc2C)CC1,5,-1,5,1.1,-2,-0.4,-1,0,22,3
Cc1csc(Cn2c(CN(C)C)nc3ccccc3c2=O)n1,3,-16,0,.,-6,i,-1,-1,8,-11
COc1cccc(/C(C#N)=C/c2c(-c3ccc(Cl)cc3)nc3c(C)cccn23)c1,24,-20,-12,.,-5,i,12,0,7,0
Cc1ccc(N/C=C/c2onc(C)c2[N+](=O)[O-])cc1,11,0,-3,-0.9,2,-0.4,-13,1,-3,-2
O=C(CCCCCNC(=O)N1CCn2c1nc1ccccc12)NCc1ccccc1,16,-4,23,0.5,0,-0.3,7,-9,-6,-1
CCOC(=O)C1=C(C)NC(C)=C(C(=O)OC)C1c1ccco1 (configuration not stated),5,6,-1,6.2,-1,i,-3,9,4,-5
O=c1c2ccccc2nnn1CSc1nnc2ccccn12,28,1,-5,.,3,40*,-4,-4,19,-5
COC(=O)c1cccc(S(=O)(=O)N2CCOCC2)c1,4,2,2,.,5,i,3,0,-8,-6
COc1cccc(C(=O)NC2CCCC2)c1,22,15,4,-0.4,-1,-0.2,-4,-3,11,-20
C/C(CC(=O)NCCCN1CCOCC1)=N\NC(=O)COc1ccc(C)cc1,16,-2,-3,-1.0,-2,-0.2,-6,1,6,.
COc1cc(C2C(C#N)=C(N)Oc3n[nH]c(-c4ccncc4)c32)cc(OC)c1OC (configuration not stated),38,1,-1,.,-1,-0.4,-1,-8,1,6
Cc1ccccc1-n1nnnc1SCC(=O)N(C)C1CCS(=O)(=O)C1 (configuration not stated),0,6,-10,-0.2,-3,-0.3,0,0,-8,-11
Cc1cc2ncn(CC(O)COc3cccc(C(=O)O)c3)c2cc1C (configuration not stated),22,5,14,.,-1,i,-6,1,10,-7
CC(C)CNS(=O)(=O)c1cc(C(=O)OCC(=O)N(C)C2CCS(=O)(=O)C2)c(Cl)cc1Cl (configuration not stated),17,6,-1,2.1,-1,-8.5,-2,0,-5,-10
Cc1ccc(C)c(NC(=O)c2ccccn2)c1,12,-7,0,0.7,2,i,-11,-3,9,-20
CCc1ccc(-n2c(CSc3nnnn3-c3ccccc3)nc3ccccc3c2=O)cc1,33,0,9,.,3,i,-8,5,-4,7
COc1nc(-c2ccccc2)c2cc(Br)ccc2n1,.,-3,8,0.7,.,-0.6,36*,0,6,-5

# Bioassay records (PubChem BioAssay)
